# High-throughput results: PubChem, National Center for Advancing Translational Sciences (NCATS)
# RXFP1 antagonist – antagonists of human relaxin receptor RXFP1; Q9HBX9; HEK293-RXFP1, relaxin-stimulated cAMP HTRF, 30 min; active compounds read low; activity change, negative = inhibition, % at 57.5 µM; 350,000 compounds, 0.59% hits;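 active = activity change of -60% or lower, but not beyond a set lower limit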; also: % is scaled to controls: 0 for no effect and ±100 for the full control effect
# D2 PAM – D2 dopamine receptor (human) potentiation. P14416. HEK293 T-REx D2, calcium flux, EC20 dopamine potentiation. potentiation, % at 10 µM. 340,000 compounds, 0.34% hits. AID 485347;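 active = potentiation over 3 SD above the plate norm, cut at about 30% in these data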; also: 0% is about no effect
#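 Calcium flux readout, no-wash dye, 1 read/s. Inducible HEK293 Trex D2 line, overnight 30 C. Compound alone 180 s (agonist flags), then EC20 dopamine, another 180 s to score potentiation.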
# D1 antag – blocks dopamine activation of the human D1 receptor; P21728; activity change, negative = inhibition, % at 10 µM; AID 504652; HEK293 TREx D1 cells, calcium flux, dopamine EC80; active compounds read low; 360,000 compounds, 3.2% hits; in the data active = activity change below about -30%; also: % is scaled to controls: 0 for no effect and ±100 for the full control effect
# Target sequence (P21728 whole entry, looked up): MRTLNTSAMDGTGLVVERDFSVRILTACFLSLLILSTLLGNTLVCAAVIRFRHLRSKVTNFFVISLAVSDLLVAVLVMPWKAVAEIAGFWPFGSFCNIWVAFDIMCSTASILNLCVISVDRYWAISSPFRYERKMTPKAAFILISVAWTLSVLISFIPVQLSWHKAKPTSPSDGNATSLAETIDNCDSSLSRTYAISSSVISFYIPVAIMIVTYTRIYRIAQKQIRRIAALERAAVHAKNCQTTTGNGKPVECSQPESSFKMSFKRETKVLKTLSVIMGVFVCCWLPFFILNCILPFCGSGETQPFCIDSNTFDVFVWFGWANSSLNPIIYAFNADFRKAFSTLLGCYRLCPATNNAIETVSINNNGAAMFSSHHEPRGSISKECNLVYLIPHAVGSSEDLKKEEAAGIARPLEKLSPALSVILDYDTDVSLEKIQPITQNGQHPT
#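 Inducible Hek293 Trex D1 cells (tetracycline, overnight, 30 C). Calcium dye 30–90 min RT. Antagonist mode: EC80 dopamine added after 180 s compound read.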
# D1 agonist – activates the human D1 dopamine receptor; P21728; HEK293 T-REx D1 cells, calcium flux, agonist mode; activation, % at 2 µM; 360,000 compounds, 1% hits; also: 0% is about no effect
#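 Inducible HEK293 T-REx D1 cells, force-coupled to calcium signalling, were plated at 4000 cells/well with tetracycline and held overnight at 30 C. After no-wash calcium dye loading, compound-evoked calcium rise over 180 s flagged agonists.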
# TRHR agonist – agonists of human TRH receptor; activation, % at 2 µM; TRHR cells, calcium flux fluo-8, FDSS agonist mode; 360,000 compounds, 0.18% hits; AID 493084; P34981; also: 0% is about no effect
# Target sequence (P34981 whole entry, looked up): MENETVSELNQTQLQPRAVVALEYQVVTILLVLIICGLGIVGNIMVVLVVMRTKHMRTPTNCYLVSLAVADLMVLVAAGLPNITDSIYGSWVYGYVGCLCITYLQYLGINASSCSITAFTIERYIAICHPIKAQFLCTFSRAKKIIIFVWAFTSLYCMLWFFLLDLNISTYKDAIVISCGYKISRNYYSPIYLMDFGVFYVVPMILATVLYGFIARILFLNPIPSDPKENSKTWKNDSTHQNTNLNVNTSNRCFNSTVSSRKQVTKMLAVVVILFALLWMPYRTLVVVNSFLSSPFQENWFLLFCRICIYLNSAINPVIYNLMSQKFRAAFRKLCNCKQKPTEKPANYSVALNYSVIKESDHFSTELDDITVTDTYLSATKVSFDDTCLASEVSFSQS
#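 TRHR-expressing cells loaded with fluo-8 calcium dye; 23 nL library compound pin-transferred, kinetic FDSS fluorescence (Ex 480/Em 530) recorded about 180 s for agonist-induced calcium release, before a 10 nM TRH EC20 addition for potentiator mode.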
# D2 antag – antagonizes the human D2 dopamine receptor; AID 485344; HEK293 TREx D2 cells, calcium flux, dopamine EC80; 340,000 compounds, 2% hits; inhibition, % at 10 µM; in the data active = inhibition above about 30%; also: 0% is about no effect
#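 Dopamine at EC80 is the agonist stimulus; test compounds precede it by 180 s. Calcium flux read kinetically in a force-coupled, inducible HEK293 T-REx D2 cell line.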
# D2 agonist – D2 dopamine receptor (human) agonism | P14416 | HEK293 T-REx D2 cells, calcium flux agonist mode | activation, % at 2 µM | 340,000 compounds, 0.53% hits;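 active = activation over 3 SD above normal in the single-dose calcium agonist read, cut at about 30% in these data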; also: 0% is about no effect
#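 HEK293 Trex D2 cells, tetracycline-induced, o/n 30 C 5% CO2; no-wash Ca dye, RT 30–90 min; 10-cycle baseline, 23 nl cpd added, kinetic Ca read 180 s; agonist hits = positive Ca response.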
# D1 PAM – enhances dopamine response at the human D1 receptor. 360,000 compounds, 0.036% hits. HEK293 TREx D1 cells, calcium flux, dopamine EC20 potentiation. potentiation, % at 10 µM. P21728. AID 504651; in the data active = potentiation above about 30%; also: 0% is about no effect
# TRHR PAM – allosterically enhances the human TRH receptor. enhancement, % at 2 µM. 360,000 compounds, 0.66% hits. TRHR cells, fluo-8 calcium fluorescence, EC20 TRH enhancement; in the data active = enhancement above about 30%; also: 0% is about no effect
#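 TRHR-expressing cells loaded with fluo-8 calcium dye were read kinetically (ex 480/em 530) during compound addition, then stimulated with an EC20 of TRH (10 nM final). Enhancement of the Gq-mediated intracellular calcium response was scored.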
# * = called active by the depositor; . = no result given. Rule as the data show it, unless noted: active = activation above about 30%; inactive = the rest.
SMILES	RXFP1 antagonist	D2 PAM	D1 antag	D1 agonist	TRHR agonist	D2 antag	D2 agonist	D1 PAM	TRHR PAM
CCN(Cc1ccncc1)C(=O)c1ccco1	5	10	-24	1	0.4	12	1.2	-3	2
O=C(Nc1ccc(C2CCCCC2)cc1)C1CCN(c2ncccn2)CC1	15	10	3	2	-1.9	10	0.1	-1	3
CCn1c(=O)cc(OCC(=O)N(C)c2ccc(OC)cc2)c2ccccc21	.	9	-7	3	-0.8	.	-1.2	-2	11
O=C(CSc1nnc(CNc2ccc(Cl)cc2)o1)Nc1nc2c(s1)CCCC2	-27	-19	12	0	-0.3	-11	-0.2	3	2
CCOc1ccc(OCC)c(NC(=O)CN(C)S(=O)(=O)c2ccc3nc(C)sc3c2)c1	-12	-4	-6	1	-1.7	-3	-2.6	-3	6
Cc1nc(-c2cccnc2)sc1CCNS(=O)(=O)c1ccc(F)cc1	.	-3	-9	2	0.0	.	0.7	-4	0
CCOc1ccc(NC(=O)Cn2cc(C(=O)c3ccc(F)cc3)c(=O)c3cc4c(cc32)OCO4)cc1	-7	0	-6	3	0.3	.	0.9	-1	6
CCSc1ccccc1C(=O)Nc1cc(OC)c(OC)c(OC)c1	1	17	-18	0	-0.1	2	-0.4	-10	5
CC(C)CCN1CCN(Cc2cccn2-c2ccccn2)CC1CCO (stereo not drawn)	-5	-8	5	8	0.3	8	0.0	-5	1
COc1ccc(-c2nc(N)ncc2-c2ccc(OC)c(OC)c2)c(O)c1	-14	-2	-7	-1	-0.6	5	0.3	-3	-3
CCOC(=O)CC(=O)CSc1nc2c(cc1C#N)CCC2	5	-7	4	3	0.1	19	0.0	-6	-2
COc1ccc(CNC(=S)N/N=C/c2ccc(O)c(OC)c2)cc1	-4	5	2	0	-0.6	-4	-0.6	-10	5
CCOC(=O)c1ccccc1NC1(c2ccc(OC)cc2)C(=O)c2ccccc2C1=O	-8	-7	7	0	0.8	.	0.8	-3	11
CCOc1ccc(CC(=O)OCn2nnc3ccccc3c2=O)cc1	2	0	-23	4	-0.3	3	-0.5	1	23
COc1ccc(Cl)cc1S(=O)(=O)N1CCN(C(=O)c2cc(-c3ccc(Br)cc3)n[nH]2)CC1	-26	-4	9	1	0.1	.	1.0	-1	10
CC1(C)CC(=O)c2sc(NC(=O)c3cccs3)nc2C1	-5	-17	18	0	0.1	-7	52*	-11	6
Cn1nc(C(=O)N2CCN(S(=O)(=O)/C=C/c3ccccc3)CC2)c2ccccc2c1=O	-2	-4	1	-1	-0.5	26	1.6	0	-1
Nc1nnc(-c2cn(-c3ccccc3)nc2-c2ccccc2)o1	-17	.	-2	1	0.7	5	0.7	-8	4
Cc1ccc2[nH]c3c(c2c1)CN(C(C)C)CC3	-6	-20	5	6	1.4	25	0.2	1	4
Fc1ccc(/C=C/c2nnc(-c3cccs3)o2)cc1	-2	-5	-6	1	-0.5	-6	-0.9	-5	5
N#Cc1nc(-c2ccc(COc3ccccc3)o2)oc1N1CCN(c2ccccc2)CC1	-11	1	3	0	0.1	.	5.2	-1	20
O=C(Cn1nnc(-c2ccccc2)n1)NNC(=O)c1ccccc1	-3	4	-28	3	-0.4	-3	-2.5	-4	4
COc1cc(NC(=S)N2CCC(C(N)=O)CC2)c(OC)cc1Cl	0	-1	18	-1	-0.1	-3	-0.2	-1	-3
COC(=O)C(C)Sc1n[nH]c(=S)s1 (stereo not drawn)	-8	6	-16	1	-0.3	8	0.1	-3	11
O=C(CSc1nc2cc(Cl)ccc2s1)c1ccco1	-1	-1	3	1	0.3	-4	-1.1	3	-6
CC1(C)N=C(N)N=C(N)N1c1cccc(C(=O)O)c1	-7	2	-11	2	0.4	-10	0.4	1	1
COc1ccc(N2C(=O)c3ccc(C(=O)Nc4ccccc4OC)cc3C2=O)cc1	1	.	11	5	0.9	.	.	-7	-1
Clc1ccc(-c2cc(-c3ccccn3)on2)c(Cl)c1	-9	-6	-15	1	0.0	-2	-0.1	0	-2
NC(=O)C1CCN(C(=O)c2ccc3c(c2)S(=O)(=O)c2ccccc2C3=O)CC1	-6	.	8	1	0.6	-1	-2.4	-7	-4
CC1CCN(C(=O)COC(=O)c2ccc(=O)n(Cc3ccccc3)n2)CC1	-7	-13	0	4	0.7	-8	0.3	5	-3
CCN1CCN(C(CNS(=O)(=O)c2ccc(C)cc2)c2cccnc2)CC1 (stereo not drawn)	-1	1	-9	2	1.3	-10	0.6	-2	17
Nc1cnn(C2CCCO2)c(=O)n1 (stereo not drawn)	6	7	-10	2	-1.3	14	-0.7	-2	11
CCC(C)[C@H](Nc1nc(-c2ccccc2)nc2c1oc1ccccc12)C(=O)O (stereo partly drawn)	-13	10	7	-2	-0.3	-10	0.0	3	29
O=C(Nc1ccc(Cl)cc1Cl)C1=Cc2ccccc2OC1	-1	0	-2	6	0.1	-2	-0.2	2	0
Cc1cc(C)cc(C(=O)Nc2cccc(-c3nc4ncccc4o3)c2C)c1	-5	3	-6	0	-0.3	.	0.1	-4	3
O=C(O)c1ccc(NC(=O)c2ccccc2NC(=O)c2cccc(Br)c2)cc1	0	3	-6	0	-0.1	-12	0.4	-12	-13
CCOCCn1c(CN(Cc2ccccc2)Cc2ccccc2)nc2c1c(=O)n(C)c(=O)n2C	5	0	0	3	0.5	-7	-2.3	0	-10
CCOc1ccc(-c2nnc(N3CCOCC3)c3ccccc23)cc1	5	7	-6	0	-0.5	-3	-0.3	-5	-10
Nc1nnc(SCC(=O)Nc2cc(F)ccc2F)s1	-14	-3	6	4	-0.1	8	0.3	-4	13
Cc1cccc(OCc2nnc(SCC(=O)N3c4ccccc4CCc4ccccc43)o2)c1	9	8	-1	5	0.4	-5	0.6	7	4
O=C(c1ccc([N+](=O)[O-])cc1)N1C=CC(C(F)(F)F)=NCC1	-12	-1	-7	4	-0.1	2	5.7	3	-3
O=c1[nH]ncc(N/N=C\c2cccnc2)c1Cl	-1	-6	-1	2	0.1	12	0.5	-23	9
COc1ccc(/C=C(/C(=O)c2ccc(Cl)cc2Cl)n2cncn2)cc1	-17	1	2	2	2.3	-23	2.2	-4	-5
O=C1c2ccccc2-c2nnc(-c3ccc(F)cc3)cc21	15	-2	3	4	0.9	1	3.6	-3	0
CC1=NN(C(N)=S)C(=O)C1N=Nc1ccc(O)cc1 (stereo not drawn)	-38	16	-7	3	0.3	7	0.1	-1	-4
COc1ccc(C(=O)N/C(=C\c2cn(C)c3ccccc23)C(=O)OCCN(C)C)cc1	-19	-2	8	0	-1.0	9	0.2	0	0
CNS(=O)(=O)c1cnccc1N1CCN(c2cccc(Cl)c2)CC1	-8	-4	-31*	11	1.5	-14	0.4	-9	2
COC(=O)[C@@H](NC(=O)NC1CCCCC1C)C(C)C (stereo partly drawn)	-1	2	59	6	0.6	-24	1.9	8	2

# Only D2 antag, for 2 of the compounds above:
Molecule	D2 antag
CC1=NN(C(N)=S)C(=O)C1N=Nc1ccc(O)cc1 (stereo not drawn)	7
COc1ccc(C(=O)N/C(=C\c2cn(C)c3ccccc23)C(=O)OCCN(C)C)cc1	9

# The results go on:
SMILES	RXFP1 antagonist	D2 PAM	D1 antag	D1 agonist	TRHR agonist	D2 antag	D2 agonist	D1 PAM	TRHR PAM
CS(=O)(=O)N(CC(=O)Nc1c(F)cccc1F)c1cccc([N+](=O)[O-])c1	-3	-6	18	1	0.2	-8	0.0	1	19
O=C(NC(=S)Nc1ccccc1N1CCCC1)c1ccccc1Br	.	6	40	2	1.2	-1	0.8	8	1
COC(=O)CN1C(=O)C(C)(C)Oc2ccc(C(=O)NC3CC3)cc21	-18	-12	-2	1	-0.3	1	-4.1	0	-7
COc1ccc(-n2nnc3c(SCc4ccccc4)ncnc32)cc1	-18	4	-6	16	1.3	-11	0.8	3	-2
c1ccc2[nH]c(NC3=NCCC3)nc2c1	0	-10	4	3	0.9	3	0.2	3	9
Fc1ccc(Cn2cnc3ccccc32)cc1	2	6	0	2	-0.2	-3	0.4	-5	1
CC(=C/c1ccco1)/C=N/NC(=O)CSc1nnc(SCc2ccc(C)cc2)s1	-23	-2	-10	2	0.0	-9	-0.7	-9	5
Cc1cc(C)n(-c2nc(N(C)C)nc(N3CCOCC3)n2)n1	11	22	-1	1	-0.7	10	0.3	6	1
Cc1cc(C)c(C)c(S(=O)(=O)NCc2ccncc2)c1C	-7	-3	-11	15	1.5	8	0.3	.	-5
COc1cccc(CNC(=O)c2ccc(COc3ccccc3)cc2)c1	0	4	-6	1	0.7	14	-1.0	-8	-6
COc1ccc(-c2c(C#N)sc(C(N)=O)c2-c2ccc(OC)cc2)cc1	11	-3	-18	5	2.6	-20	-2.6	-4	-4
COc1cc(C(=S)N2CCOCC2)cc(OC)c1OS(=O)(=O)c1ccc(C)cc1	-6	-10	7	4	0.0	-1	0.3	-3	-3

# Of the compounds above, these have bromine:
SMILES	RXFP1 antagonist	D2 PAM	D1 antag	D1 agonist	TRHR agonist	D2 antag	D2 agonist	D1 PAM	TRHR PAM
COc1ccc(Cl)cc1S(=O)(=O)N1CCN(C(=O)c2cc(-c3ccc(Br)cc3)n[nH]2)CC1	-26	-4	9	1	0.1	.	1.0	-1	10
O=C(O)c1ccc(NC(=O)c2ccccc2NC(=O)c2cccc(Br)c2)cc1	0	3	-6	0	-0.1	-12	0.4	-12	-13
O=C(NC(=S)Nc1ccccc1N1CCCC1)c1ccccc1Br	.	6	40	2	1.2	-1	0.8	8	1

# Continued.
SMILES	RXFP1 antagonist	D2 PAM	D1 antag	D1 agonist	TRHR agonist	D2 antag	D2 agonist	D1 PAM	TRHR PAM
CC(=O)Nc1nc(C(=O)O)cs1	-9	2	-1	1	0.6	-15	1.2	-1	6
COc1ccc(NCC(=O)Nc2ccc(C#N)cc2)cc1Cl	6	0	4	4	-0.8	-7	-0.3	-5	1
CCC1(c2ccccc2)NC(=O)N(CC(=O)Nc2nnc(C3CC3)s2)C1=O (stereo not drawn)	-14	14	10	3	0.4	-7	-0.9	16	4
Cc1cccc(-c2nc(CN3CCCC(C(=O)NCc4ccc(Cl)cc4)C3)c(C)o2)c1 (stereo not drawn)	.	7	-1	8	-0.3	.	2.4	1	9
COc1cccc(-c2nn(C)c3sc(C(=O)NCc4cc(OC)ccc4OC)cc23)c1	-9	-12	-17	3	-0.6	.	0.2	1	0
Cc1cc(C)cc(OCC(=O)Nc2ccc3c(c2)C(=O)c2ccccc2C3=O)c1	-10	7	8	1	1.5	18	1.1	-16	-9
CC(=O)c1ccc(NC(=O)C2CCCN(S(=O)(=O)c3cccc4nonc34)C2)cc1 (stereo not drawn)	2	26	-21	-2	0.0	-9	0.8	3	7
CC(=O)Nc1ccc(Nc2ccc3nonc3c2[N+](=O)[O-])cc1	10	7	-4	9	-0.2	-29	0.0	-2	2
Cc1ccc(NC(=O)c2sccc2SCc2cccc(C(F)(F)F)c2)cc1	8	6	1	11	1.6	3	-0.3	1	-10
